N370S GC – qHTS Assay for Inhibitors and Activators of N370S glucocerebrosidase as a Potential Chaperone Treatment of Gaucher Disease. Potency, µM (highest dose often 59.4 µM), for the others: top-dose activity change, negative = inhibition, most hits filed as inhibitors. hit rate 0.092% among 330,000. Lysosomal acid glucosylceramidase (Homo sapiens), P04062. N370S GC spleen homogenate, 4MU-glucoside fluorescence. AID 2101, 2009;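 note: 0% = full enzyme activity and -100% = no enzyme basal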
TDP1 block – qHTS Assay for Inhibitors of Tyrosyl-DNA Phosphodiesterase (TDP1); hit rate 0.28% among 350,000; Potency, µM (highest dose often 130 µM), for the others: top-dose activity change, negative = inhibition, hits mostly inhibitors; AID 485290, 2010; recombinant TDP1, AlphaScreen DNA substrate cleavage; Tyrosyl-DNA phosphodiesterase 1 (Homo sapiens), Q9NUW8; note: nearly all actives have a fitted effect of over 40% in size
Target sequence (Q9NUW8 whole entry, looked up): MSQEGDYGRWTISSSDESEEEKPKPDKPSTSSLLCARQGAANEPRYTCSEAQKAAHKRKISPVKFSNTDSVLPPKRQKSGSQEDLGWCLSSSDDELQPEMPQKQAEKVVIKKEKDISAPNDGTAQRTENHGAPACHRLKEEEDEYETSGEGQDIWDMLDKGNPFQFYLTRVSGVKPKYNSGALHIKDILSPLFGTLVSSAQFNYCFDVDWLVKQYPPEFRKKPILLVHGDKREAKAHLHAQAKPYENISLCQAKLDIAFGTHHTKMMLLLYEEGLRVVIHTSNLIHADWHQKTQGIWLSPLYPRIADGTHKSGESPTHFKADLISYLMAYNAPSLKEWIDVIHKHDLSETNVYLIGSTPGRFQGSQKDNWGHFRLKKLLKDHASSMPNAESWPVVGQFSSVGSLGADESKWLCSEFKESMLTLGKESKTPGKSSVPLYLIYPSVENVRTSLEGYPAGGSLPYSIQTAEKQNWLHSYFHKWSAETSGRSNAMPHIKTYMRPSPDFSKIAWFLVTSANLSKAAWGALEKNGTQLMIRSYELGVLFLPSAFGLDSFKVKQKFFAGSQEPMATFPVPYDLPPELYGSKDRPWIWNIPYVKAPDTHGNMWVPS
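Enzyme-compound mixtures sat 15 min at room temperature, followed by a 5 min reaction with 15 nM final substrate and 10 min with AlphaScreen beads. Recombinant human Tdp1 was used at 1 nM final.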
FEN1 inhibitor – qHTS Assay for the Inhibitors of Human Flap endonuclease 1 (FEN1). Potency, µM (highest dose often 114 µM), inactives show at the highest dose activity change, negative = inhibition, actives largely listed as inhibitors. hit rate 0.35% among 390,000. Recombinant FEN1 flap cleavage, fluorescence, 15 min; note: nearly all actives have a fitted effect of over 65% in size
Target sequence (P39748 whole entry, looked up): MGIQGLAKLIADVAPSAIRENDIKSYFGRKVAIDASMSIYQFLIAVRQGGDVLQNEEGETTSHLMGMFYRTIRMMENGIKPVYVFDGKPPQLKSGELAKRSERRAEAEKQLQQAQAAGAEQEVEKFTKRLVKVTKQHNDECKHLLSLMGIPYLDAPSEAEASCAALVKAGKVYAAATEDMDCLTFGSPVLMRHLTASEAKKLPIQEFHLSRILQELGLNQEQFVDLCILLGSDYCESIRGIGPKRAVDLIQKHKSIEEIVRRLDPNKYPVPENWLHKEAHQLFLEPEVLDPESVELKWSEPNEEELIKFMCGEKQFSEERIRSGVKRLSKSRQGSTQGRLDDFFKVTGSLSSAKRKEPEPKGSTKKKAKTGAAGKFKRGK
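Steps: FEN1 (10 nM) dispensed; compound added by pin tool; 15 min at room temperature; substrate added to 50 nM final; reads at 0 min and 15 min; data normalized and fitted (four-parameter Hill).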
An asterisk follows results filed as active; ? = inconclusive; . = no result given; & = joins results of further samples; [ ] = another dose, or the depositor's remark. Calls come from the whole dose curve; as a rule, active = well fitted curve in the direction sought with a large enough effect; inconclusive = small, poorly fitted or top-dose-only effect, or another doubt; inactive = no such curve, though single readings can be large; an effect the other way counts as inactive or inconclusive. Unless noted, % is set by controls: 0 for no effect and ±100 for the full control effect; potency is the fitted concentration of half-maximal effect.

no.	Compound	N370S GC	TDP1 block	FEN1 inhibitor
1	CC1(C)C(c2ccco2)=[N+]([O-])C2(CCCCC2=O)N1O (stereo not given)	3%	-2%	0%
2	CCCS(=O)(=O)C/C(N)=N/OC(=O)c1ccccc1Cl	16%	.	-8%
3	CCOC(=O)c1c(CSc2ccsc2)n(C)c2cc(Br)c(O)c(CN(C)C)c12	-23%	5%	-11%
4	Cc1ccc(NC(=O)C(CC(C)C)N2Cc3ccccc3C2=O)cc1F (stereo not given)	.	5%	-3%
5	C=CCSc1nc(N)c2c3c(sc2n1)CN(C)CC3	15%	.	-8%
6	CCN(CC)S(=O)(=O)c1ccc(C(=O)OCC(=O)N2CCN(C(=O)c3ccco3)CC2)cc1	6%	4%	3%
7	COc1ccc(Cl)cc1N(C)C(=O)CCNC(=O)Cn1cnc2ccccc2c1=O	-7%	6%	-3%
8	O=C1/C(=C\c2ccco2)CCC/C1=C\c1ccco1	-3%	2%	?
9	Cc1cccc(OCCSc2nc3ccccc3n2CC(=O)O)c1	-7%	.	5%
10	CSC(=CC(=O)c1ccc(F)cc1)SC	3%	0%	1%
11	CC1CN(S(=O)(=O)c2ccc(Cl)c(S(=O)(=O)N3CC(C)OC(C)C3)c2)CC(C)O1 (stereo not given)	4%	2%	-9%
12	COc1ccc(CN2CC(C(=O)N3CC(C)CC(C)C3)CC2=O)cc1 (stereo not given)	0%	3%	-5%
13	CN1CCN(c2ccccc2NC(=O)Cc2cn(C)c3ccccc23)CC1	-7%	1%	-5%
14	Cn1c(-c2csc(-c3ccccc3)n2)n[nH]c1=S	9%	5%	-7%
15	Cn1c(=O)c2c(nc(OCc3cccnc3)n2Cc2c(F)cccc2Cl)n(C)c1=O	3%	5%	-7%
16	CCOc1ccc(-c2cc(C(=O)N3CCN(c4ccccn4)CC3)c3ccccc3n2)cc1	6%	2%	9%&7%&-29%
17	Cc1ccc(SCC(=O)c2cc(C)c(O)c(C)c2)cc1	-9%	.	-26%
18	CC(C)OC(=O)/C(=C/c1ccco1)c1ccccc1	11%	-3%	7%
19	C/C=C\C=C\C(=O)N1CC2(CC(c3cccc(NC(=O)CC(c4ccccc4)c4ccccc4)c3)=NO2)C[C@H]1C(N)=O (stereo not given in full)	-10%	-1%	-1%
20	Cc1ccc(C)c(Cn2c(=O)n(-c3ccc(F)cc3)c(=O)c3sc4ccccc4c32)c1	.	4%	-2%
21	O=C(NC(c1ccc(Cl)cc1)c1cc(Cl)c2cccnc2c1O)c1cccnc1 (stereo not given)	3%	5%	-17%
22	Cc1ccnc(NS(=O)(=O)c2ccc(NS(=O)(=O)Cc3ccccc3)cc2)n1	2%	-3%	12%
23	CCOC(=O)N1CCN(C(=O)C(NC(=O)c2ccc(C(C)(C)C)cc2)C(C)C)CC1 (stereo not given)	.	1%	14%
24	COc1ccccc1CNS(=O)(=O)c1cc(-c2cc(C)no2)ccc1C(C)C	9%	-1%	-18%
25	CCOC(=O)N1CCC(NC(=O)CC2C(=O)NCCN2Cc2ccccc2F)CC1 (stereo not given)	-15%	0%	20%
26	O=C(c1ccc(CS(=O)(=O)c2ccc(Br)cc2)o1)N1CCCCCC1	0%	3%	21%
27	O=C(CSCSCC(=O)Nc1ccc2c(c1)OCO2)Nc1ccc2c(c1)OCO2	7%	2%	9%
28	O=C1C2(CCCC13COC(c1ccc(O)cc1)OC3)COC(c1ccc(O)cc1)OC2 (stereo not given)	3%	5%	4%
29	O=C(Nc1cc(Cl)ccc1F)c1ccc(-n2cncn2)c([N+](=O)[O-])c1	-7%	.	-14%
30	OCC[C@H]1C[C@H](O)[C@@H](O)[C@]2(CCc3ccccc3O2)O1	-1%	-1%	-4%
31	Cc1csc2ncc(C(=O)NCc3ccccc3Cl)c(=O)n12	?	3%	-2%
32	CCN(C[C@H]1N[C@@](C)(C(=O)OC)[C@H]2C(=O)N(Cc3ccccc3)C(=O)[C@@H]12)C(=O)NC(C)C	.	0%	3%
33	O=C(Cn1c(=O)nc(-c2ccccc2)c2cc(Cl)ccc21)N1CCN(c2ccc(F)cc2)CC1	.	6%	0%
34	C=CCn1cc(C(=O)N2CCN(CC)CC2)c(=O)c2cc(S(=O)(=O)N(CC)CC)ccc21	-6%	.	15%
35	Cc1ccnc(NC(=O)c2ccc(S(=O)(=O)N3CCCC3)cc2)c1	-3%	.	2%
36	CCOc1ccc(N(C(=O)c2ccc(C)cc2)S(=O)(=O)c2ccc3c(c2)n(C)c(=O)n3C)cc1	.	5%	-2%
37	CSCC(=O)Nc1ccc(F)c(Cl)c1	-3%	0%	-4%
38	CCC(C)(C)NC(=O)C1CCN(S(=O)(=O)c2cccs2)CC1	10%	4%	3%
39	CCc1nc(SCC(=O)Nc2ccc(N(C)C)cc2)c2ccccc2n1	2%	.	-7%
40	CC(Sc1n[nH]c(=O)[nH]c1=O)C(=O)OCc1ccccc1 (stereo not given)	14%	6%	7%
41	O=C(Nc1ccc2c(c1)N(S(=O)(=O)c1cccs1)CCC2)c1c(F)cccc1F	1%	.	-9%
42	CCC1=C2CC[C@H]3C(=O)N(C)C(=O)[C@H]3[C@H]2[C@@]2(Cc3ccccc3)C(=NCC3CC3)OC(=O)N2C1=O	2%	7%	.
43	COc1cccc(N2CCN(C(=S)Nc3ccccc3OC)CC2)c1	-4%	.	3%
44	O=[N+]([O-])c1cc(C(F)(F)F)ccc1N1CCCC(O)C1 (stereo not given)	1%	0%	-1%
45	Cc1ccc(C)c(N(C(=O)c2nsc(Cl)c2Cl)C(C(=O)NC2CCCC2)c2ccc(O)cc2)c1 (stereo not given)	?	5%	-15%
46	CCOc1nc(SCCOc2ccc(C)cc2)nc(N(C)C)n1	25%	2%[56.1 µM]	13%
47	COc1ccc(CCNC(=O)c2cc(C)oc2C)cc1OC	-1%	.	10%
48	CCOc1ccc(OCC)c(NC(=O)CSc2nc3c(c(=O)n(C)c(=O)n3C)n2C(C)C)c1	-28%	7%	-20%
49	O=S(=O)(/N=C(/Nc1ccc(Cl)c(S(=O)(=O)Nc2ccccc2Cl)c1)c1ccc(F)cc1)c1ccccc1	6%	5%	-22%&-7%
50	COc1ccccc1-c1cc(=O)c2cccc(OC)c2o1	13%	12%[56.1 µM]	.
51	CN1CCN(c2nnc(-c3cccs3)c3ccccc23)CC1	3%	3%	4%
52	CC(=O)C1=C(c2ccccc2)NC(=S)NC1c1ccc(O)c(O)c1 (stereo not given)	-8%	-3%	-3%
53	O=C(COC(=O)/C=C/c1cccc(F)c1)NC(=O)NCc1ccccc1	.	0%	6%
54	Oc1ccc(Nc2nc(NCC3CCCO3)c3ccccc3n2)cc1 (stereo not given)	-11%	2%	?
55	Cc1nc(N)sc1N=Nc1ccccc1C(F)(F)F	-10%	.	-7%
56	CCOC(=O)C(=O)/C(=C\N(C)C)c1onc(-c2ccccc2Cl)c1C(=O)OC	-4%	0%	-3%
57	COc1cc2c(cc1OC)C(c1ccccc1)=NCC2	-7%&-20%	6%&5%	-3%
58	COc1ccccc1CC(=O)c1ccc(OCc2ccccc2)cc1	0%	-20%	1%
59	COc1c(Cl)cc(Cl)cc1C(=O)Nc1ccc(C(=O)O)cc1	-12%	-4%	1%
60	Cc1ccc(C)c(C(=O)N2CCC(n3nccc3NC(=O)C3CC3)CC2)c1	2%	1%	8%

Records 58–60, reprinted for reference:
no.	Compound	N370S GC	TDP1 block	FEN1 inhibitor
58	COc1ccccc1CC(=O)c1ccc(OCc2ccccc2)cc1	0%	-20%	1%
59	COc1c(Cl)cc(Cl)cc1C(=O)Nc1ccc(C(=O)O)cc1	-12%	-4%	1%
60	Cc1ccc(C)c(C(=O)N2CCC(n3nccc3NC(=O)C3CC3)CC2)c1	2%	1%	8%

(cont.)
no.	Compound	N370S GC	TDP1 block	FEN1 inhibitor
61	COc1ccc(C(CC(=O)N2CCCC(C)C2)c2c(OC)cc(OC)c3c(-c4ccccc4)cc(=O)oc23)cc1 (stereo not given)	27%	.	2%
62	Cc1ccc(-c2c(C(=O)Nc3ccccc3C)c(C)[nH]c(=S)c2C#N)o1	2%	3%	9%
63	C/C(CC(=O)Nc1cccnc1)=N/NC(=O)COc1ccc(Cl)cc1Br	-4%	7%	-4%
64	O=C(NCCCn1cccn1)C1CCC(=O)N(CCc2ccccc2)C1 (stereo not given)	1%	4%	-4%
65	CCc1ccccc1NC(=O)N1CCCn2nc(C)cc21	.	8%	-1%
66	O=C(CN1C(=O)S/C(=C\c2ccc(Cl)cc2)C1=O)NNC(=O)c1ccccc1O	15%	-2%	-24%
67	O=C(C1CCCCC1)N(Cc1cccnc1)c1nc2c(F)cc(F)cc2s1	.	5%	15%
68	CCCNC(=O)COC(=O)c1ccc(Cl)c(S(=O)(=O)N2CCCC2)c1	1%	?	-5%
69	CC(=O)Nc1ccc2c(c1)N(C(=O)CN(C)C)c1ccccc1CC2	.	0%	-1%
70	CCCCc1nc(SCCN2CCOCC2)c2c(=O)n(C)c(=O)n(C)c2n1	12%	-1%	-3%
71	CCOc1ccc(NS(=O)(=O)c2ccc(C(=O)NCC(c3ccc(OC)cc3)N3CCCC3)cc2)cc1 (stereo not given)	-20%	2%	4%
72	COc1cc(Cl)c(C)cc1NC(=O)[C@@H]1CCCN1C(=O)c1cccs1	2%	3%	-12%
73	Cc1cc(/C(N)=N/OC(=O)c2cccc(Cl)c2)no1	9%	7%	-10%
74	CCn1nc(C)c(/C=N/NC(=O)Cn2nnc(N)n2)c1C	-2%	.	-14%
75	Cn1c(N)c(C(=O)COC(=O)C2CCCC2)c(=O)n(C)c1=O	-8%	1%	1%
76	COc1ccc(OC)c(C(=O)c2coc3ccc(OC(C)=O)cc23)c1	6%	0%	1%
77	Cc1ccc(/C=N/N2CCN(c3ccccn3)CC2)cc1	-2%	2%	-8%
78	Cn1c(=O)c2nc(SCC(=O)Nc3cc(Cl)ccc3Cl)n(C)c2n(C)c1=O	.	-5%	-10%
79	O=C(OCC(=O)N1CCCc2ccccc21)c1ccc(Cl)nc1	3%	5%	1%
80	O=C(NCCC1=CCCCC1)C1CCN(S(=O)(=O)c2cnc[nH]2)CC1	-3%	1%	9%

Exported screen by screen: entries from further up.
74) CCn1nc(C)c(/C=N/NC(=O)Cn2nnc(N)n2)c1C
75) Cn1c(N)c(C(=O)COC(=O)C2CCCC2)c(=O)n(C)c1=O

entry no. | 74 | 75
N370S GC | -2% | -8%
TDP1 block | . | 1%
FEN1 inhibitor | -14% | 1%

The results go on.
no.	Compound	N370S GC	TDP1 block	FEN1 inhibitor
81	COc1ccc(C(=O)NNC(=S)Nc2ccccc2)cc1	1%	9%	0%
82	COc1ccccc1CNC(=O)CCCn1c(=O)c2ccccc2n(CC(=O)Nc2c(C)cc(C)cc2C)c1=O	.	4%	31%
83	CC1CC(C)(C)NC(=S)N1CC(=O)N1CCN(Cc2ccccc2)CC1 (stereo not given)	-5%	5%	1%
84	CC(Sc1nc2nn(-c3ccccc3)c(=O)c-2c2n1CCCCC2)C(N)=O (stereo not given)	3%	5%	-3%
85	N#Cc1ccc(Cl)cc1NC(=O)COC(=O)c1ccc2c(c1)OCCO2	4%	7%	9%
86	CCc1ccc(OCC(=O)Nc2ccc(S(=O)(=O)Nc3onc(C)c3C)cc2)cc1	.	0%[12.3 µM]	1%
87	Cc1ccc(NC(=O)C2Oc3ccccc3OC2C)cc1 (stereo not given)	-7%	1%	13%
88	O=C(COc1ccccc1F)Nc1nnc(-c2ccncc2)s1	0%	2%	1%
89	O=C(Oc1ccnc2cc(Cl)ccc12)N1CCOCC1	-1%	1%	3%
90	CCc1ccc(NC(=O)NCCN2CCCCC2)cc1	3%	2%	-2%
91	CCNS(=O)(=O)c1ccc(CCC(=O)N2CCN(c3cccc(Cl)c3)CC2)cc1	-5%	.	0%
92	COC(=O)CC1C2(C)CC34OC5(C)O[C@@]6(C7/C(=C(/O)C(C)C)C(=O)OC(c8ccoc8)[C@]7(C)C(OC(C)=O)C(OC(C)=O)[C@]6(O5)[C@@]13C)C(OC(C)=O)[C@]4(O)C2OC(=O)C(C)C (stereo not given in full)	?	8%[56.1 µM]	.
93	COc1ccc(C(C)(C)C)cc1NC(=O)C1C2C=CC(C2)C1C(=O)O (stereo not given)	-8%	-10%	-12%
94	COc1ccc2c(c1)NC(c1cc(Cl)cc(Cl)c1O)c1cccn1-2 (stereo not given)	4%	3%	11%
95	N=c1c(S(=O)(=O)c2ccc(Br)cc2)cc2c(=O)n3ccccc3nc2n1C1CCCCC1	1%	2%	-1%
96	CC(C)Cn1c(-c2ccco2)csc1=Nc1cccnc1	0%	2%	-3%

Only TDP1 block and N370S GC, for some of the entries so far:
#	Molecule	TDP1 block	N370S GC
86	CCc1ccc(OCC(=O)Nc2ccc(S(=O)(=O)Nc3onc(C)c3C)cc2)cc1	0%[12.3 µM]	.
87	Cc1ccc(NC(=O)C2Oc3ccccc3OC2C)cc1 (stereo not given)	1%	-7%

Compound activity from PubChem.
